Compound activity (PubChem)
Mito fusion yeast – blocks mitochondrial division or promotes mitochondrial fusion; S. cerevisiae fusion-defective mutant growth rescue, CellTiterGlo 48 h; Potency, µM (titrated, usually from 46.1 µM), for inactives: at the top dose growth rescue (activation), most hits filed as activators; 320,000 tested, 0.23% active;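 further: potency means the concentration at half of the fitted maximal effect; % of control where 0% means no effect; nearly all actives have a fitted effect of over 45% in size; temperature-sensitive fusion mutants such as fzo1-1 at 37 °C on non-fermentable ethanol glycerol medium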
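Growth-rescue viability read-out: after 48 h at the non-permissive 37C in glycerol/ethanol YPEG, yeast mitochondrial fusion mutants are measured by CellTiterGlo luminescence; compounds (23 nl pinned per well) restoring growth score as division inhibitors or fusion activators.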
PTAP TSG101 blk – blocks PTAP/TSG101 interaction to inhibit HIV-1 budding; Q99816; Fluorescence polarization, FITC-PTAP peptide / Tsg101 binding; Potency, µM (titrated, usually from 115 µM), for inactives: at the highest dose activity change, negative = inhibition, most hits filed as inhibitors; 340,000 tested, under 10 active; active means well fitted inhibition curve with a large enough effect in the main read-out, with a control signal flat, not every such curve was filed as active; inconclusive means small, poorly fitted or top-dose-only effect, or effect the other way, or a change in a side signal; inactive means no such curve, though single readings can be large or run the other way; further: potency means the concentration at half of the fitted maximal effect; % of control where 0% means no effect
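Steps: Tsg101 binding domain dispensed (10 uM final), compounds pinned in DMSO, FITC-labeled PTAP-motif peptide added (50 nM final); after 20 min binding at room temperature, polarization measured.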
Eya2 inh – Eya2 (human) phosphatase inhibition; O00167; recombinant Eya2, OMFP fluorescence dephosphorylation (OMFP is methylfluorescein phosphate); Potency, µM (series often up to 76.9 µM), for the others: top-dose activity, negative = inhibition, hits mostly inhibitors; 330,000 tested, 0.006% active; further: potency means the concentration at half of the fitted maximal effect; on the % scale 0 is the no-effect control and ±100 the full control effect
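Eya2 protein (added as 0.2 uM solution) was preincubated with compound for 10 min at ambient temperature in 50 mM HEPES pH 7.5, 50 mM NaCl, 5 uM MgCl2, 0.05% BSA, 1 mM DTT. OMFP (added at 50 uM) then reacted 10 min; fluorescence read at 485/525 nm.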
USP2a block – blocks human ubiquitin-specific protease USP2a. 330,000 tested, 0.01% active. USP2 core, Ub-CHOP2 coupled fluorogenic reporter, 485/531. Potency, µM (top dose mostly 38.3 µM), inactives show top-dose activity change, negative = inhibition, hits mostly inhibitors. AID 463254. O75604;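 further: potency means the concentration at half of the fitted maximal effect; plate controls were DMSO wells for no effect and full inhibition by NEM control for full effect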
Target sequence (O75604 whole entry, looked up): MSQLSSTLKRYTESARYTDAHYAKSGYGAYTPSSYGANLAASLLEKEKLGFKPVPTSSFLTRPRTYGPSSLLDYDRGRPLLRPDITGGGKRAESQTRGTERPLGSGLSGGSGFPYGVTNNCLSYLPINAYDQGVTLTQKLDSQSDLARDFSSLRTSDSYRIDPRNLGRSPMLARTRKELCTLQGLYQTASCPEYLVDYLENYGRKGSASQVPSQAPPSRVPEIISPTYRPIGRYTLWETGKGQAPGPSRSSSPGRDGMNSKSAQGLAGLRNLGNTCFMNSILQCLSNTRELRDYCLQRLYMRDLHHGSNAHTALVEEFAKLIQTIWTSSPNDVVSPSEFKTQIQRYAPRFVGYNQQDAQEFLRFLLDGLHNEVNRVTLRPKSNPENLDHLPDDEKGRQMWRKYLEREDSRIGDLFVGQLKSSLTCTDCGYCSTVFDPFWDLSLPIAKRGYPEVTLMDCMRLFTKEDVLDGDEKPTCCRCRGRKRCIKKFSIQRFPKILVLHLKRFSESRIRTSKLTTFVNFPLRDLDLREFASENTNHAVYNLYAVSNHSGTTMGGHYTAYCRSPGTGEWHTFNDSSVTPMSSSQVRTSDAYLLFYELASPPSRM
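Deubiquitinase activity read as fluorescence (485/531 nm) after Ub-CHOP2 cleavage activates the enterokinase reporter on its substrate; USP2 core 10nM, Ub-CHOP2 and substrate 25nM each, 30min compound preincubation then 60min RT; data normalized to NEM, curves fitted.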
BCR signal inh – chronic active BCR signaling inhibition; ABC-DLBCL IkBa-CBG/CBR reporter, luminescence ratio, 4 h; Potency, µM (titrated, usually from 46.1 µM), without a hit: top-dose ratio change, negative = lower green/red ratio, most hits filed as inhibitors; 340,000 tested, 0.05% active; AID 493014; active means well fitted inhibition curve with a large enough effect in the signal ratio, with a control signal flat, not every such curve was filed as active; inconclusive means small, poorly fitted or top-dose-only effect, or effect the other way, or a change in a side signal; the % refers to the signal ratio;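 further: potency means the concentration at half of the fitted maximal effect; plate controls were basal doxycycline-induced cells for no effect and cells given 10 µM MG132 for full effect; MG132 reads +100%, hits lower the ratio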
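Doxycycline induced both beetle luciferases in TMD8 lymphoma cells; IKK-driven degradation limits the IkappaBalpha-fused green signal, while red luminescence normalises for cell number and nonspecific effects. Compounds tested up to 46 uM, 4 hrs.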
ELG1 repair inh – ELG1-dependent DNA repair inhibition; AID 504467; 330,000 tested, 2.3% active; HEK293T ELG1-luciferase reporter, luminescence, 16 h; DNA damage induced by 5-fluorouridine; Potency, µM (top dose mostly 46.1 µM), for inactives: top-dose activity change, negative = inhibition, most hits filed as inhibitors; further: potency means the concentration at half of the fitted maximal effect; on the % scale 0 is the no-effect control and ±100 the full control effect; nearly all actives have a fitted effect of over 55% in size
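5-Fluorouridine DNA damage + compound/DMSO, 2,000 cells/well, 16 h, 37 °C/5% CO2. ONE-Glo, 30 min RT, luminescence. Readout = decrease in reporter signal.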
Tb PFK inh – blocks T. brucei phosphofructokinase. AID 485367. Potency, µM (series often up to 57.5 µM), without a hit: at the top dose activity, negative = inhibition, usual class: inhibitors. 330,000 tested, 0.17% active. T. brucei PFK, ADP-Glo luminescence. O15648;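 further: potency means the concentration at half of the fitted maximal effect; 0% = uninhibited 1x PFK enzyme wells and -100% = no-enzyme wells; nearly all actives have a fitted effect of over 60% in size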
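In TEA buffer at pH 8.0 with 5 mM MgCl2, enzyme (1.25 nM) converted F6P (0.5 mM) and ATP (0.1 mM) for 45 min at room temperature. ADP product was read by luciferase luminescence.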
B2AR arrestin – recruits beta-arrestin to the human beta2-adrenergic receptor | P07550 | beta-arrestin recruitment to beta2AR, cell-based reporter | Potency, µM (doses to about 46.1 µM), inactives show at the top dose activation, hits mostly activators | 330,000 tested, 0.02% active | AID 492947;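 further: potency means the concentration at half of the fitted maximal effect; 0% = DMSO controls and full agonism = EC100 isoproterenol or metaproterenol; nearly all actives have a fitted effect of over 65% in size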
Target sequence (P07550 whole entry, looked up): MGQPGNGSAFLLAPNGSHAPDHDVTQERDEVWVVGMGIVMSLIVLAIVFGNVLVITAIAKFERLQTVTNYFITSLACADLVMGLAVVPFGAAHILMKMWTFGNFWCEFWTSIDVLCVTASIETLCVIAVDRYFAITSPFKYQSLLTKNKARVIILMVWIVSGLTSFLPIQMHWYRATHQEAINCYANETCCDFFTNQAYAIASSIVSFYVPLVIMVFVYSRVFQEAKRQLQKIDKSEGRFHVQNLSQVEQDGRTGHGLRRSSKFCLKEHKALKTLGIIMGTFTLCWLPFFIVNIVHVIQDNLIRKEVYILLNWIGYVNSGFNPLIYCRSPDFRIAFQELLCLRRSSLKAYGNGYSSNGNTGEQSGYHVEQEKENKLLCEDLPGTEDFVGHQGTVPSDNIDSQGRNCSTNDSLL
TSHR antag – human thyrotropin receptor antagonism | P16473 | TSHR-expressing cells, TSH-stimulated cAMP HTRF, 2 h; stronger effect = lower value | activity change, negative = inhibition, % at 11.5 µM | 330,000 tested, 0.2% active | AID 504810;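 active means activity change below a set negative limit, meaning inhibition stronger than a set level, cut at about -70% in these data; inconclusive means activity change between two set negative limits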; further: on the % scale 0 is the no-effect control and ±100 the full control effect
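Read-out is FRET at 665 nm (cryptate excitation 337 nm) from a cryptate-tagged anti-cAMP antibody, competed by cell cAMP against cAMP-d2. Compounds are tested on freshly harvested TSHR cells challenged with 4nM TSH (EC80) for 2 hours at 37 deg C.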
TCR act – T cell receptor activation; 330,000 tested, under 10 active; primary human leukocytes, anti-CD3, IL-2 HTRF, 48 h; Potency, µM (top dose mostly 9.22 µM), inactives show at the top dose activation of IL-2 secretion, actives largely listed as activators; further: % of control where 0% means no effect
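Compounds are tested in HTS on primary human leukocytes co-incubated with a-CD3 beads for 48 hr. IL-2 output is measured by time-resolved FRET.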
uPA generation – blocks generation of uPA at the cell surface | cell surface uPA generation assay, qHTS | Potency, µM (doses to about 38.3 µM), without a hit: at the highest dose activity change, negative = inhibition, most hits filed as inhibitors | 330,000 tested, 0.31% active; active means well fitted inhibition curve with a large enough effect; inconclusive means small, poorly fitted or top-dose-only effect; inactive means no such curve, though single readings can be large or run the other way; tested in mouse RAW 264.7 cells; further: potency means the concentration at half of the fitted maximal effect; on the % scale 0 is the no-effect control and ±100 the full control effect; nearly all actives have a fitted effect of over 55% in size
Starred values were filed as active, the others as inactive; ? = inconclusive; . = not tested or not shown; [ ] = dose if it differs, or a comment. Unless noted, the call rests on the fitted dose curve; in most records, active means well fitted curve in the direction sought with a large enough effect; inconclusive means small, poorly fitted or top-dose-only effect, or another doubt; inactive means no such curve, though single readings can be large; an effect the other way counts as inactive or inconclusive.

SMILES | Mito fusion yeast | PTAP TSG101 blk | Eya2 inh | USP2a block | BCR signal inh | ELG1 repair inh | Tb PFK inh | B2AR arrestin | TSHR antag | TCR act | uPA generation
COC(=O)C(Cc1ccccc1)NC(=O)CCCC(=O)NCc1cccc(OC)c1 (stereo unspecified) | -3% | -4% | 13% | -2% | 0% | ? | 4% | -0.2% | -12 | . | -5%
Cc1c(C)n(CCO)c2ncnc(Nc3ccc(F)cc3)c12 | -3% | 0% | -8% | 0% | 1% | ? | 7% | -0.3% | 3 | 6% | -4%
COc1ccc(-c2cn[nH]c2N)cc1 | -2% | -2% | 10% | 4% | ? | ? | 0% | -0.3% | 7 | -9% | -1%
CSc1nc(C)cc(Oc2ccc(=O)n(C)n2)n1 | 3% | -2% | 8% | 1% | 3% | ? | -2% | 0.4% | 1 | 9% | 2%
CCOC(=O)CN(C(=O)CSc1nnc2c(n1)[nH]c1ccc(F)cc12)c1ccccc1 | 6% | -3% | -12% | 2% | ? | ? | 10% | -0.5% | -18 | 8% | 2%
COc1ccc(Cl)cc1CN1C(=O)NC2(CCCCCC2)C1=O | 6% | 2% | 3% | -2% | 0% | 6% | -4% | -0.2% | 19 | 0% | 1%
Cc1ccnc(SCCn2c(N3CCN(c4ccccc4)CC3)nc3c2c(=O)[nH]c(=O)n3C)n1 | 0% | -4% | 5% | 0% | -18% | ? | 4% | -0.7% | 4 | -2% | 13%
CC(=O)Nc1ccc(NC(=O)Nc2cccc3ccccc23)cc1 | 1% | -3% | 0% | 1% | ? | 0% | -13% | -0.1% | 8 | -3% | -6%
CCS(=O)(=O)NCC(c1cccnc1)N1CCN(c2ccc(OC)cc2)CC1 (stereo unspecified) | 0% | -2% | -1% | 1% | 1% | -8% | -2% | 0.0% | 5 | -4% | 4%
CN1CCN(C(=O)c2cnn(-c3ccccc3)c2NC(=O)c2cccs2)CC1 | 2% | 0% | 21% | -2% | 2% | 6% | 0% | -0.2% | -3 | 2% | .

Arranged by heavy-atom count (lowest first): 3 of the compounds above.
SMILES | Mito fusion yeast | PTAP TSG101 blk | Eya2 inh | USP2a block | BCR signal inh | ELG1 repair inh | Tb PFK inh | B2AR arrestin | TSHR antag | TCR act | uPA generation
COc1ccc(Cl)cc1CN1C(=O)NC2(CCCCCC2)C1=O | 6% | 2% | 3% | -2% | 0% | 6% | -4% | -0.2% | 19 | 0% | 1%
COC(=O)C(Cc1ccccc1)NC(=O)CCCC(=O)NCc1cccc(OC)c1 (stereo unspecified) | -3% | -4% | 13% | -2% | 0% | ? | 4% | -0.2% | -12 | . | -5%
CCOC(=O)CN(C(=O)CSc1nnc2c(n1)[nH]c1ccc(F)cc12)c1ccccc1 | 6% | -3% | -12% | 2% | ? | ? | 10% | -0.5% | -18 | 8% | 2%

More compounds follow.
SMILES | Mito fusion yeast | PTAP TSG101 blk | Eya2 inh | USP2a block | BCR signal inh | ELG1 repair inh | Tb PFK inh | B2AR arrestin | TSHR antag | TCR act | uPA generation
Cc1cs/c(=N\N=C\c2ccccc2)n1Cc1ccco1 | 0% | -1% | -21% | -6% | -15% | ? | -1% | -0.2% | -15 | -3%[46.1 µM] | 3%
CC(=O)Nc1sc(/C(C#N)=C\c2cccc(Cl)c2)nc1-c1ccc(C)cc1 | 26% | ? | 4% | 19% | -2% | ? | 7% | -0.5% | -3 | 0%[46.1 µM] | -4%
CCOC(=O)C1=C(COC(=O)C2(C)CC2(Cl)Cl)NC(=O)NC1c1ccccc1 (stereo unspecified) | 2% | -1% | -5% | -1% | ? | -25% | -2% | 0.4% | 0 | -4% | 15%
Cc1noc(C)c1COc1cccc(C(=O)Nc2ccccc2)c1 | -10% | -1% | 12% | -1% | ? | 3% | 7% | 0.0% | -6 | . | -1%
Cc1nnc(SCC(=O)NNC(=O)COc2ccc(Cl)cc2)s1 | -10% | -3% | -18% | 1% | 4% | 8% | -2% | 0.1% | 3 | -2% | 0%
COc1ccc(C)cc1S(=O)(=O)N(CC(=O)Nc1cccc([N+](=O)[O-])c1)c1ccc(C)c(C)c1 | -6% | -2% | 0% | 0% | ? | -14% | 3% | -1.0% | -6 | 5%[46.1 µM] | -9%
COCc1c(Br)c(C)[nH]c(=O)c1C#N | -7% | -3% | -7% | -1% | 1% | 3% | -1% | 0.0% | -4 | 6%[46.1 µM] | 2%
O=C(CSc1ncnc2c1cnn2-c1ccccc1)Nc1ccc2c(c1)OCO2 | -1% | -1% | -5% | -4% | ? | -10% | 0% | -1.1% | -17 | 5% | -5%
O=[N+]([O-])c1ccc(O)c(Nc2ncnc3ccc(Br)cc23)c1 | 7% | -7% | 8% | 9% | ? | 13µM* | 0% | -1.1% | ? | 1% | 0%
Cc1cc(C)c(S(C)(=O)=O)c(N(C)N)n1 | 2% | -2% | -20% | 0% | 12% | 0% | 0% | 0.4% | 3 | -5% | 0%
CC1(C)CC(=O)c2sc(NC(=O)C3CC3)nc2C1 | 5% | 1% | 12% | -2% | ? | ? | 1% | 0.2% | 3 | 12% | 3%
O=C(COC(=O)Cc1ccc(Cl)cc1)NCc1cccs1 | . | -4% | 5% | 0% | 4% | -10% | 3% | -0.6% | -16 | . | -23%
O=C(/C=C\Nc1ccc(S(=O)(=O)Nc2ncccn2)cc1)c1cccc2ccccc12 | 0% | -8% | 15% | -2% | 6% | 12% | -3% | -0.8% | -3 | -1% | 1%
CC(C)CC(=O)Nc1ccc(-c2cn3ccsc3n2)cc1 | -4% | 2% | -14% | 2% | 12% | ? | 1% | -0.3% | 4 | 1% | 9%
Cc1ccccc1NC(=O)C1CCCN1S(=O)(=O)c1ccccc1C(F)(F)F (stereo unspecified) | -2% | -3% | -12% | 4% | 1% | 3% | -5% | 0.0% | -4 | 7% | 8%
CCC(=O)N1c2ccccc2NC2=C(C(=O)CCC2)C1c1cccnc1 (stereo unspecified) | -6% | -3% | 1% | 0% | 0% | 3% | -5% | -0.2% | 1 | -9% | -4%
CC(C)CNS(=O)(=O)c1cc(C(=O)O)c(Cl)cc1Cl | 5% | 2% | -14% | 3% | 4% | ? | 6% | 0.3% | 13 | 4% | 2%
Cc1ccc(C)c(N2CCN(C(=O)C3CCN(S(=O)(=O)c4cccc5nsnc45)CC3)CC2)c1 | 8% | 1% | -2% | 2% | 25% | ? | 2% | -1.1% | -3 | 5% | -5%
COc1ccc(S(=O)(=O)Nc2ccc(F)cc2)c(C)c1C | 6% | -7% | -6% | 1% | -1% | -19% | 1% | 0.0% | -24 | 0% | 3%
CCc1n[n+](CC(=O)c2ccccc2)c(N)s1 | 8% | 0% | -3% | -1% | ? | ? | ? | 0.0% | -1 | -4% | -16%
CCCCCN=Cc1c(C)[nH]n(-c2nc3ccccc3s2)c1=O | -7% | -5% | 11% | 1% | ? | ? | 1% | -0.4% | 23 | 2% | .
C=CC[C@H](CC(=O)N[C@H](CO)Cc1ccccc1)C(=O)N[C@H](COC(=O)[C@@H](CC=C)CC(=O)OC(C)(C)C)Cc1c[nH]c2ccccc12 | . | -1% | 10% | ? | 2% | -7% | 7% | -0.5% | -16 | 5% | 2%
CCN(Cc1ccccc1)S(=O)(=O)c1cc2[nH]c(=O)c(=O)[nH]c2cc1C | -3% | -2% | 1% | 0% | -3% | 12% | 0% | -0.1% | 7 | -6% | 4%
COc1cc(Cl)ccc1OCc1cc(C(=O)N[C@H]2CCCCNC2=O)no1 | 1% | -4% | 6% | -1% | 1% | ? | 1% | -0.2% | -12 | -3% | -25%
Nc1ccccc1C(=O)NCCN1CCNC1=O | 3% | -8% | -4% | 1% | -1% | 8% | 1% | -0.2% | -6 | -1% | 6%
OCC1(Cc2ccccc2)CCN(Cc2cnc(-c3cccc4ccccc34)nc2)CC1 | -22% | -2% | -3% | -8% | ? | 12% | 3% | 0.1% | 11 | -3% | -2%
COC(=O)c1cc(S(=O)(=O)N2c3ccccc3CC2C)cn1C (stereo unspecified) | 25% | -2% | -2% | 3% | -5% | -7% | 0% | 0.0% | 2 | -1% | 0%

Hits appear at their usual frequency. About 3% of those tested had a hit in this group.
